Candida biofilm – kills Candida albicans biofilms. C. albicans biofilm + clotrimazole, Alamar Blue. inhibition, % at 6 µM. 85,000 tested, 0.14% active. AID 834;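 active = inhibition above 20%; inactive = inhibition below 20%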;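 note: preformed 24 hr biofilms exposed to compound for 48 hr; 0% = biofilm without compound and 100% = blank killed by clotrimazole plus chlorhexidine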
HUVEC tox IL1B – toxic to HUVEC cells under IL-1B stimulation; HUVEC cell count loss, Hoechst imaging, IL-1B stimulated; cell count reduction, % at 2 µM; 94,000 tested, 0.41% active; AID 845;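 active = cell count reduction more than 3 SD above the screen-wide mean, cut at about 70% in these data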;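 note: normalized per plate to untreated control cells as the no-loss baseline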
Smad3 FoxH1 inh – Smad3 (human) transcription factor binding inhibition; AID 630; P84022; TR-FRET Smad3/Dy647-FoxH1 peptide binding, europium anti-His; inhibition, % at 25 µM; 88,000 tested, 0.29% active;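 active = compounds that reduce the energy-transfer binding signal between the protein and its labelled peptide by more than half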;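 note: 0% = Smad3 plus labelled peptide maximal FRET and 100% = peptide-only background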
Target sequence (P84022 whole entry, looked up): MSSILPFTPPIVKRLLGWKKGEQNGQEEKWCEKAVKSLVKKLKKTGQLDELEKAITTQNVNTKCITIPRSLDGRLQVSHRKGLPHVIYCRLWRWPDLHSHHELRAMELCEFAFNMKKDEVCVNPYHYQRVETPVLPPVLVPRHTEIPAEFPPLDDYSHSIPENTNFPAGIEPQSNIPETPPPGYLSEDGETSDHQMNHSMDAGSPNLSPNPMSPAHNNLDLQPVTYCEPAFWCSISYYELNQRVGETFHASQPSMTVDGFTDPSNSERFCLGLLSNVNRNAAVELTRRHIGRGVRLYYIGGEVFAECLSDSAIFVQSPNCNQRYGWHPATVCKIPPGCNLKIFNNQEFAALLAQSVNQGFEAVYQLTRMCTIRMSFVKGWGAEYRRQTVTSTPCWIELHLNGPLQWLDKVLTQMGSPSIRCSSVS
MT1-MMP txn act – activates MT1-MMP transcription | HT1080 MT1-MMP promoter luciferase reporter, luminescence, overnight; hits give high values | activation factor at 10 µM | 86,000 tested, 0.16% active | AID 750;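 active = activation factor of at least 2 for MT1-MMP transcription at 10 µM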
LYP inh 2 – blocks human PTPN22 phosphatase activity; inhibition, % at 2 µM; Q9Y2R2; recombinant LYP catalytic domain, DiFMUP fluorescence; 96,000 tested, 0.21% active;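 active = inhibition at 2 µM at or above a set limit, the screen mean plus 3 SD, cut at about 24% in these data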;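 note: 0% = DMSO with enzyme and 100% = enzyme fully blocked by orthovanadate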
cytoskel mod – modifiers of cytoskeleton assembly; HUVEC TNFa F-actin phalloidin imaging, high content; inhibition, % at 2 µM; 91,000 tested, 0.18% active;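 active = inhibition above the batch mean plus 3 SD and confirmed as a hit by visual image inspection, cut at about 30% in these data, passing the limit was not always enough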; note: strong numbers were not always called active
TNFa cytotox – HUVEC cytotoxicity counter-screen, TNF alpha stimulated. 93,000 tested, 0.17% active. cell count reduction, % at 2 µM. HUVEC TNFalpha-stimulated, Hoechst cell count, imaging;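 active = cell count reduction exceeding the screen mean by over 5 SD, scaled to untreated wells per plate, cut at about 78% in these data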;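 note: cells counted after 24 h of TNF alpha exposure following the 1 h pretreatment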
VCAM1 TNFa inh – reduces TNF alpha induced VCAM1 expression in HUVEC; HUVEC TNFa-induced VCAM-1 immunofluorescence, high-content imaging; inhibition, % at 2 µM; 95,000 tested, 0.48% active; AID 802;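 active = inhibition above the batch mean plus 3 SD, with images confirmed as a hit by eye, cut at about 37% in these data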;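 note: 0% = TNF-stimulated DMSO wells and 100% = unstimulated control wells; not every result past the cut was called active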
hDAT+cocaine – modulates human dopamine transporter uptake under cocaine; B-score at 10 µM; 110,000 tested, 1.3% active; AID 449768; LLC-PK1 hDAT cells, [14C]-dopamine uptake with cocaine IC80; actives deviate in either direction;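 active = Z score or B-score, a plate-position-corrected score, falls beyond the plate's 99.7% confidence bounds, in either direction; inactive = both scores lie inside the 99.7% bounds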;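 note: scored against the spread of the other compound wells on the same plate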
Target sequence (Q01959 whole entry, looked up): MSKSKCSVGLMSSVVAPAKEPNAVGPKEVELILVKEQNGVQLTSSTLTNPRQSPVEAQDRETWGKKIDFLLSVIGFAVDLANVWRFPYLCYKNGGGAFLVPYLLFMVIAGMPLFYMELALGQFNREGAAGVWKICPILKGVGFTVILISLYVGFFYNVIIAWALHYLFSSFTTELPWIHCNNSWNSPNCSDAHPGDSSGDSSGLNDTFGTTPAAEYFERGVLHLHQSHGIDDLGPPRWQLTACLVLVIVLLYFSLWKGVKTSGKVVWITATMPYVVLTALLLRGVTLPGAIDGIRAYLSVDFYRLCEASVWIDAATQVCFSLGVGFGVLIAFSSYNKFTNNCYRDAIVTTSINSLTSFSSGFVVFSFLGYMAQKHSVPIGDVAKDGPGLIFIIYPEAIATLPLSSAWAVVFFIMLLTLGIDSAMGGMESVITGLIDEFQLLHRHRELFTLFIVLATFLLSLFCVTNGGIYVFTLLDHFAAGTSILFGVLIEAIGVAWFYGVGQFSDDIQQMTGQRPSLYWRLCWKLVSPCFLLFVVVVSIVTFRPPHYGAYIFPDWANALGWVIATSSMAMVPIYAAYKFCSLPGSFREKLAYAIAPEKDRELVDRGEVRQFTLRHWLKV
Starred values were filed as active, the others as inactive; x = not tested or not shown; [ ] = remark or other dose. A portion of the library; count on the stated rates, not on these rows.

SMILES	Candida biofilm	HUVEC tox IL1B	Smad3 FoxH1 inh	MT1-MMP txn act	LYP inh 2	cytoskel mod	TNFa cytotox	VCAM1 TNFa inh	hDAT+cocaine
CC(C)CCn1c(=O)c2ccccc2n2c(CN3C(=O)NC4(CCC(C)CC4)C3=O)nnc12 (stereo unspecified)	-4	-3	-3	1.2	11	30	-6	-8	-0.33
CC(C)C(CO)NC(=O)CC(=O)NC(CO)C(C)C (stereo unspecified)	x	-26	x	1.1	2	6	-16	5	-0.68
Cn1c(Cn2c(=O)sc3ccccc32)nnc1SCC(=O)NC1CCCC1	9	x	5	1.1	x	x	x	x	7.6*
O=C(NCc1ccco1)c1cnccn1	5	3	12	1.1	-8	-6	-9	-3	-0.09
CN(C)S(=O)(=O)N(CC(=O)N(Cc1ccccc1)Cc1ccccc1)c1ccccc1	6	5	-1	1.2	12	x	-21	15	-0.37
Cc1ccn2cc(C(=O)NC3CCN(Cc4ccccc4)CC3)nc2c1	9	-13	0[fluorescence artefact?]	1.2	-14	-19	-21	18	0.96
O=C(COc1ncnc2ccccc12)N1CCN(S(=O)(=O)c2ccccc2)CC1	6	-31	13[fluorescence artefact?]	1.1	-21	x	-28	-7	-0.078
CCOC(=O)Cc1csc(SCC(=O)/C(C#N)=C(\C)N)n1	4	4	1	1	11	22	79*	59*	-0.051
CCn1cc([N+](=O)[O-])c(C(=O)Nc2cc(C)on2)n1	x	-17	x	x	5	24	-34	1	0.16
COc1ccc(C(=O)c2ccc(N3CCN(C4CC(=O)NC4=O)CC3)cc2)cc1F (stereo unspecified)	7	-28	5	1.2	15	-22	11	6	0.9

Part of the list above, reformatted:
| SMILES | Candida biofilm | HUVEC tox IL1B | Smad3 FoxH1 inh | MT1-MMP txn act | LYP inh 2 | cytoskel mod | TNFa cytotox | VCAM1 TNFa inh | hDAT+cocaine |
| --- | --- | --- | --- | --- | --- | --- | --- | --- | --- |
| CCOC(=O)Cc1csc(SCC(=O)/C(C#N)=C(\C)N)n1 | 4 | 4 | 1 | 1 | 11 | 22 | 79* | 59* | -0.051 |
| CN(C)S(=O)(=O)N(CC(=O)N(Cc1ccccc1)Cc1ccccc1)c1ccccc1 | 6 | 5 | -1 | 1.2 | 12 | x | -21 | 15 | -0.37 |
| CC(C)CCn1c(=O)c2ccccc2n2c(CN3C(=O)NC4(CCC(C)CC4)C3=O)nnc12 (stereo unspecified) | -4 | -3 | -3 | 1.2 | 11 | 30 | -6 | -8 | -0.33 |
| O=C(COc1ncnc2ccccc12)N1CCN(S(=O)(=O)c2ccccc2)CC1 | 6 | -31 | 13[fluorescence artefact?] | 1.1 | -21 | x | -28 | -7 | -0.078 |
| COc1ccc(C(=O)c2ccc(N3CCN(C4CC(=O)NC4=O)CC3)cc2)cc1F (stereo unspecified) | 7 | -28 | 5 | 1.2 | 15 | -22 | 11 | 6 | 0.9 |

More records follow.
SMILES	Candida biofilm	HUVEC tox IL1B	Smad3 FoxH1 inh	MT1-MMP txn act	LYP inh 2	cytoskel mod	TNFa cytotox	VCAM1 TNFa inh	hDAT+cocaine
CCCCC(=O)Nc1cc(NC(=O)CCCC)cc(C(=O)O)c1	6	-25	-8	1.1	0	-20	-5	9	-0.043
CCC(C)Nc1nc(OC(C(F)(F)F)C(F)(F)F)nc(OC(C(F)(F)F)C(F)(F)F)n1 (stereo unspecified)	-4	27	-2	1.2	-11	7	-5	-2	3.2*
Cc1cnc(NC(=O)CCCSc2nc3ccccc3s2)s1	1	-13	-4	1.2	1	24	-9	16	0.68
COc1cccc(C(=O)NCCC2=CCCCC2)c1	-3	-2	-9	x	4	3	-20	-2	0.19
COc1ccc(OC)c2sc(NC(=O)CCSc3ccccc3)nc12	5	4	13	x	1	-11	-20	14	-0.87
COc1ccc(/C(N)=N/OC(=O)c2cc(-c3ccccc3)nc3ccccc23)cc1	x	10	x	x	4	-8	-25	-10	-0.48
Cc1ccccc1Nc1nc(N)nc(CSc2nnc3sc4ccccc4n23)n1	7	-2	5	1.2	8	-53	-2	0	0.34
Cc1ccccc1C(=O)Nc1ccccc1C(=O)NCc1ccccc1	x	-38	x	x	0	-14	-28	5	1.8
CCC(C)NC(=O)c1ccccc1NC(=O)c1ccccc1N(C)S(C)(=O)=O (stereo unspecified)	0	12	-20	1.2	-1	0	0	-4	-0.51
CCn1c(SCC(=O)N/N=C/C(C)=C/c2ccco2)nnc1-c1ccccc1	x	x	x	x	14	2	-16	8	0.31

The final two records of the section above come first, to join the parts.
SMILES	Candida biofilm	HUVEC tox IL1B	Smad3 FoxH1 inh	MT1-MMP txn act	LYP inh 2	cytoskel mod	TNFa cytotox	VCAM1 TNFa inh	hDAT+cocaine
CCC(C)NC(=O)c1ccccc1NC(=O)c1ccccc1N(C)S(C)(=O)=O (stereo unspecified)	0	12	-20	1.2	-1	0	0	-4	-0.51
CCn1c(SCC(=O)N/N=C/C(C)=C/c2ccco2)nnc1-c1ccccc1	x	x	x	x	14	2	-16	8	0.31
CC(C)(C)c1ccc(S(=O)(=O)N2CC(=O)Nc3ccccc32)cc1	4	-8	3	1.1	-7	0	-19	2	-0.27
Cc1cc(C)n(CC(O)COc2ccccc2)n1 (stereo unspecified)	2	7	5	1	7	-16	21	7	-0.4
CC(=O)c1ccc(NC(=O)CSc2nnc(Cc3cccn3C)n2-c2ccc(F)cc2)cc1	2	-7	-3	1.1	-2	0	1	-7	0.041
Cc1ccc(S(=O)(=O)N2CCCN(S(=O)(=O)c3ccc(C(F)(F)F)cc3)CC2)cc1	1	-8	-13	0.9	-4	-58	-13	1	-0.24
COc1ccc(Cl)cc1Nc1nc(-c2sc(NC(=O)c3ccccc3)nc2C)cs1	x	-6	x	x	6	-62	4	2	-0.34
O=C(CN1C(=O)c2ccccc2C1=O)Nc1sc2c(c1C(=O)NCC1CCCO1)CCC2 (stereo unspecified)	x	-23	x	x	-3	-16	-30	-7	-0.89
CCOC(=O)N1CCN(S(=O)(=O)c2ccc3c(c2)CCN3C(=O)C2CCC2)CC1	2	x	8	1	x	x	x	x	0.89
CCCCCCn1c(CN2CCCC(C)C2)nc2c1c(=O)n(C)c(=O)n2C (stereo unspecified)	3	26	5[fluorescence artefact?]	1.3	1	-15	15	5	1.6
CCOC(=O)c1c(C)[nH]c(C(=O)COC(=O)c2ccccc2NC(=O)c2ccco2)c1C	-1	-10	-3	1.2	-7	10	-10	9	0.17
C/C(NC(=O)c1cccs1)=C1\C(=O)C[C@@H]2[C@H]1C2(C)C	4	-3	-5	1.4	10	14	-23	-1	0.79
CC(=O)Nc1ccc2nc(SCC(=O)O)sc2c1	5	-86	0	1.2	8	x	-21	-5	-0.12
CCn1c(-c2ccc(C(C)(C)C)cc2)n[nH]c1=S	6	-2	6	1	-8	-12	-53	8	2.6
COc1ccc(N2C(=O)CC(c3ccc(OC(C)C)cc3)C2=O)cc1 (stereo unspecified)	4	-8	9	1.2	2	11	-11	16	-0.29
Cc1nc2sc(C(c3cccc(F)c3)N3CCCC(C)C3)c(O)n2n1 (stereo unspecified)	x	18	8	1.2	4	-34	-4	2	-0.82
COc1ccccc1CNC(=O)C1CCCN(S(C)(=O)=O)C1 (stereo unspecified)	9	-28	-3	x	4	-3	-17	5	-0.056
CC(C)C(=O)Nc1ccc(C(=O)NNC(=O)NC2CCCCC2)cc1	x	7	x	x	5	2	28	36*	-0.83
CC(=O)Nc1cccc(C(=O)NC(C)c2ccc(S(N)(=O)=O)cc2)c1 (stereo unspecified)	8	2	-7	1.2	-11	0	-24	2	0.17
O=C(c1cccc(Cl)c1)N1CCCC(c2ccc(Cl)cc2)=N1	x	-6	x	x	15	-14	-8	-9	-0.95
COc1cc(OC)cc(C(=O)NCC(=O)N2CCCCC2)c1	4	14	5	1	-5	-21	-7	6	0.095
CC(C)(O)C(=O)NN(C(=O)c1ccccc1)c1ccc2ccccc2c1	2	3	7	1.2	-4	14	-17	19	0.34
CC(NC(=O)CSc1nc2ccccc2c(=O)n1CCCO)c1ccccc1 (stereo unspecified)	6	-12	5	1.2	-13	-24	-13	13	-0.82
CCn1c(=O)cc(OCC(=O)Nc2nc(C)cs2)c2ccccc21	5	-20	-1	1.2	3	-3	62	29	0.22
CC(C)CCNC(=O)CNC(=O)c1cccs1	8	-24	1	1.2	-4	-11	-13	-2	-0.061
CC(=O)Nc1cccc(OCC(=O)Nc2ccc(F)cc2)c1	8	-7	10	1.2	4	17	-6	-4	x
CCCc1cc(=O)n2[nH]c(C)nc2n1	-1	14	-2	1.2	0	29	x	x	-0.72
COc1ccc(CNC(=S)Nc2cccc(C)c2C)cc1	9	-7	-6	1.1	3	-17	-2	6	-0.022
CC(C)n1c(=O)[nH]c2ccccc21	6	-17	-7	1.2	-3	0	-7	-26	-0.86
COc1ccc(S(=O)(=O)c2c(N)n(Cc3ccco3)c3nc4ccccc4nc23)cc1	2	-1	9	1	4	4	5	-11	2.3
COC(=O)CSc1cc(C(=O)c2nccn2C)c2ccccc2n1	6	-6	10	1.1	6	18	-33	8	0.95
CCC(=O)N1CCCc2cc(S(=O)(=O)N3CCN(c4ccccc4F)CC3)ccc21	5	7	7	1	3	-10	-27	-2	x

Brought forward from above: 2 compounds; new compounds follow.
SMILES	Candida biofilm	HUVEC tox IL1B	Smad3 FoxH1 inh	MT1-MMP txn act	LYP inh 2	cytoskel mod	TNFa cytotox	VCAM1 TNFa inh	hDAT+cocaine
COC(=O)CSc1cc(C(=O)c2nccn2C)c2ccccc2n1	6	-6	10	1.1	6	18	-33	8	0.95
CCC(=O)N1CCCc2cc(S(=O)(=O)N3CCN(c4ccccc4F)CC3)ccc21	5	7	7	1	3	-10	-27	-2	x
CCCc1c(C)c2cccc(C)c2[nH]c1=O	5	7	-8	1	0	6	23	-4	-0.027
O=C(CCN1C(=O)C2C3C=CC(C4CC34)C2C1=O)Oc1cccc2cccnc12 (stereo unspecified)	x	-6	x	x	7	28	-2	1	-1.2
O=P(O)(O)C(O)C(F)(F)C(F)(F)C(F)(F)C(F)F (stereo unspecified)	4	7	3	1	5	-26	72	34	0.7
COc1ccccc1NC(=O)COc1ccc(Br)cc1CO	3	-27	7	x	-2	4	-25	19	-0.88
COc1ccccc1CNC(=O)c1cn(C)c(=O)c2cc(OC)c(OC)cc12	-2	4	10	1	-4	6	-14	3	-1.3
O=C(O)c1ccccc1C(=O)NNc1ccc(F)cc1	x	-34	x	x	1	-27	-16	9	-0.061
O=C1N[C@@H](Cc2cnc[nH]2)C(=O)N2CCC[C@@H]12	1	x	10	1	x	x	x	x	-0.046
Cc1nnc(Nc2ccccc2)n(N)c1=O	x	-10	x	x	6	26	-44	2	-1.7
CCOc1cc(C)c(C(C)C)cc1S(=O)(=O)NCc1ccccn1	7	85*	-2	1	5	3	6	0	-0.69
COc1ccc(-n2c(Cc3cccn3C)nnc2SCC(=O)Nc2cccc(F)c2)cc1	10	x	12	1	x	x	x	x	0.93

Screening results deposited in PubChem by several laboratories.
